Bioassay records (PubChem)
Cav3 T inh: blocks human Cav3.2 T-type calcium channel | Cav3.2-expressing cells, Fluo-4 calcium fluorescence FDSS; hits give low values | B-score at 10 µM | 4% of 100,000 active | O95180;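 active means single-dose well whose peak fluorescence ratio is a statistical outlier from its plate by either plate-standardised score or position-corrected B-score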
Target sequence (O95180 whole entry, looked up): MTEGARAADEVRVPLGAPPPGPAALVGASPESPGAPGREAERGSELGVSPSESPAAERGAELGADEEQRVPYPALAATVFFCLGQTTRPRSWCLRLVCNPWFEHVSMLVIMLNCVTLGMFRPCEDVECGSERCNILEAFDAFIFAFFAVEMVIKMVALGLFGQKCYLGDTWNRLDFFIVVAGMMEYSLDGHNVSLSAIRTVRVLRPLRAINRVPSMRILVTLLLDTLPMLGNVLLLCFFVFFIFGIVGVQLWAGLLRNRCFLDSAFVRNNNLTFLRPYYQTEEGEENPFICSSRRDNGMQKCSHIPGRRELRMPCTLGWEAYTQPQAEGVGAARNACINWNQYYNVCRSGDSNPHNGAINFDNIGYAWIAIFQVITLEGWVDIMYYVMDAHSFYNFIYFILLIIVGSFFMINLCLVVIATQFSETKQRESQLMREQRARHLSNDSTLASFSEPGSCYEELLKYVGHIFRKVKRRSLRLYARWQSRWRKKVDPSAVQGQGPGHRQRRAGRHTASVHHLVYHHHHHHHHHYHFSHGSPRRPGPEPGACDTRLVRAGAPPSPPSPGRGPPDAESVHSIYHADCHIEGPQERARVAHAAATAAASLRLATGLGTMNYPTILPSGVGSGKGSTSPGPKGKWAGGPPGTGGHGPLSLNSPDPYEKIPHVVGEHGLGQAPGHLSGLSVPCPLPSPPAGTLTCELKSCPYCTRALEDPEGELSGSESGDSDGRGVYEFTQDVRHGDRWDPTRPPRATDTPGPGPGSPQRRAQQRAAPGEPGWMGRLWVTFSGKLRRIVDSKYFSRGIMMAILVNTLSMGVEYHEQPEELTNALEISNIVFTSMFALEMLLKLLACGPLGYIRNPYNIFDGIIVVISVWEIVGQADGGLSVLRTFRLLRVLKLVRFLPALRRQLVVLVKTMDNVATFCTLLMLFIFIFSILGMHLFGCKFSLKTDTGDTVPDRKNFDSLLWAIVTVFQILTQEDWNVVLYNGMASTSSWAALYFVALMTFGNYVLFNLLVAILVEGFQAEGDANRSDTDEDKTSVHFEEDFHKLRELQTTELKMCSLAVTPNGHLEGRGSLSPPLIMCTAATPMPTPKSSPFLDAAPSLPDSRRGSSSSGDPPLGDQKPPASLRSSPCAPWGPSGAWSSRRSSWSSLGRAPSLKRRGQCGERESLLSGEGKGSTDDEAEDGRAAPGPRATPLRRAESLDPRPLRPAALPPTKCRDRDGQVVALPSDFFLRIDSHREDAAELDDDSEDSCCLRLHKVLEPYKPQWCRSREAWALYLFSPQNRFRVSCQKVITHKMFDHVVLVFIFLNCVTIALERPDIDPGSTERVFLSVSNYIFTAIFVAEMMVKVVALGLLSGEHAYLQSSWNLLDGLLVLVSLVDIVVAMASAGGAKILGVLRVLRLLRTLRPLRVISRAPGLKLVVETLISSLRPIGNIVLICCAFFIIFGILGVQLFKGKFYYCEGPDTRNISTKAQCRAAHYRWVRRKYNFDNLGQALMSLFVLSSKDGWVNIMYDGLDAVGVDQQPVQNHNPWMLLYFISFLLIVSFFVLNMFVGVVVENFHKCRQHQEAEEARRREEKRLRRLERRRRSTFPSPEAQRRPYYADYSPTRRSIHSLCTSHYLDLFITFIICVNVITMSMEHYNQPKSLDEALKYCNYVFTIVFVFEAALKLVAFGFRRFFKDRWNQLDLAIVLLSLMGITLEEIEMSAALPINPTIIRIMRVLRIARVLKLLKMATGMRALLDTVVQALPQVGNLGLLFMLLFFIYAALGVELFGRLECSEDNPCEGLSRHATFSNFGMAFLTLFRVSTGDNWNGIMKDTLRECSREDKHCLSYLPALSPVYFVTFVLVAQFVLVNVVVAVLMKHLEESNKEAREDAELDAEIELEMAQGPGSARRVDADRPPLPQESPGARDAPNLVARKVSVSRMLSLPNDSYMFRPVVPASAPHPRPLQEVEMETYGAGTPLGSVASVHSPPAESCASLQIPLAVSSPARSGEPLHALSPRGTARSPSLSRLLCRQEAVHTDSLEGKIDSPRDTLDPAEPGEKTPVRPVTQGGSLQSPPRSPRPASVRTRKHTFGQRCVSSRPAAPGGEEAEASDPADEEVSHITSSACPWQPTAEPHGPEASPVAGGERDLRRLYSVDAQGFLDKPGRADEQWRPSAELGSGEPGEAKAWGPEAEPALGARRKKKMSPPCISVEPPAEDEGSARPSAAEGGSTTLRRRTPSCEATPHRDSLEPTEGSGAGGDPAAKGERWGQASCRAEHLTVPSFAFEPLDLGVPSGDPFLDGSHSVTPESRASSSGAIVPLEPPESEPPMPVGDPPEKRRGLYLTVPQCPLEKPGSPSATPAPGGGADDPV
The depositor's hits bear a star.

smiles	Cav3 T inh
CC(C)(C)c1cc(C(=O)Nc2ccccc2)ccn1	-0.054
CNc1ncc(C(=O)C(C)(C)C)s1	-0.35
COCCNC(=O)c1ccccc1-c1nc(-c2ccccc2Cl)no1	-0.041
CSc1n[nH]c(NCc2cccs2)n1	-0.47
NC(=O)CCn1nc(-c2ccc(Cl)cc2)c2ccccc2c1=O	0.43
CCCCc1cc2c(c(NC(C)=O)n1)c(=O)oc1ccccc12	-0.12
CCN(CC)c1ccc(C=Nc2ccc(N(C)C)cc2)c(O)c1	-1
CC(=O)c1ccc(N2CCN(C(=O)c3ccco3)CC2)c(F)c1	0.48
CC(=O)OCC(OC(C)=O)C(OC(C)=O)C(OC(C)=O)C(=O)Nc1ccccc1C (stereo not given)	0.0041
O=C(CCCCC(=O)Nc1c(I)cc(I)c(C(=O)O)c1I)Nc1c(I)cc(I)c(C(=O)O)c1I	0.16
Cc1cc2cc(CN(Cc3ccc4c(c3)OCO4)Cc3nnnn3C3CCCC3)c(=O)[nH]c2cc1C	-0.69
COc1cc(/C=N/NC(=O)c2nc(C)cc(C)n2)ccc1O	-0.01
O=C(CSc1nnc(Cc2ccccc2)n1C1CCCCC1)N1CCOCC1	0.46
COc1ccc(-n2c(Cc3cccn3C)nnc2SCC(=O)Nc2cc(C)cc(C)c2)cc1	-8.5*
COc1ccc(NC(=O)CN2CCOCC2)cc1	0.48
COCC(=O)Nc1ccc(Nc2ccccc2)cc1	0.053
CCN(CC)CC(C)(C)NS(=O)(=O)c1ccc(Cl)cc1	0.58
Cc1nnc(SC(C)C(=O)NCC2CCCO2)n1-c1ccccc1 (stereo not given)	0.8
COC(=O)c1ccc(CSc2nnc(NC(C)C)s2)cc1	0.12
CSC(=NC#N)N1CCN(c2cccc(Cl)c2)CC1	-0.19
Cc1ccc(-c2n[nH]c(=O)c3ccccc23)cc1N	0.12
Cc1cc(C=O)c(C)n1-c1cc(C(F)(F)F)ccc1N1CCOCC1	-1.5
CCN1CCN(Cc2ccc(NC(=O)Nc3ccccc3OC)cc2)CC1	-0.6
O=S(=O)(c1cccc(-c2cn3cc(Cl)ccc3n2)c1)N1CCOCC1	0.74
CCN(CC)C(=O)Cn1c(=O)n(-c2ccccc2)c(=O)n1CC(=O)N(CC)CC	0.15
O=C(NC1=NCCS1)c1nc(-c2ccccc2)n(-c2ccccc2)n1	-1.1
O=C(NC1CCCCC1)c1ccc(COCC(F)(F)F)o1	0.29
O=C(CN(C1CCCCC1)S(=O)(=O)c1ccccc1)NCc1ccco1	1.5
O/N=C/CCn1c(=S)sc2ccccc21	0.43
C=C(C)CSc1ncc(-c2cccc(C(F)(F)F)c2)cn1	0.25
CCOC(=O)c1cnn(-c2ncnc3c2cnn3Cc2ccccc2)c1N	2.1
O=C(CSc1nnc(-c2ccco2)n1CC1CCCO1)NC1CCCC1 (stereo not given)	-0.89
CCOc1cc(C(C#N)N2CCOCC2)ccc1OC (stereo not given)	-0.13
Cc1cccc(OCCn2c(-c3ccco3)nc3ccccc32)c1	-2.8
COC(=O)C[C@H]1c2cc(C(F)(F)F)ccc2S(=O)(=O)N1c1ccc(N(C)C)cc1	0.58
c1ccc(-n2cnnc2SCc2cn3ccsc3n2)cc1	0.045
COc1ccc2c(c1)CCCN2C(N)=O	0.034
CC(=O)C1=C(C)Nc2ncnn2C1c1ccccc1OCc1ccccc1 (stereo not given)	0.83
COc1ccc(C)cc1NC(=O)CCCN1C(=O)CCC1=O	-0.67
COc1ccccc1S(=O)(=O)Cc1ccc(C(=O)NCCN2CCCCCC2)o1	0.8
CCCc1cc(-c2n[nH]c(C)c2-c2ccc(C(=O)OCC)o2)c(O)cc1O	-1.7
CS(=O)(=O)N1CCC(C(=O)NCCC2=CCCCC2)CC1	0.75
Cc1ccc2[nH]c(=O)c(CN(CCN3CCOCC3)C(=O)Nc3ccccc3F)cc2c1	0.64
Cn1c(=O)c2c(nc(CN3CCN(C(=O)c4ccco4)CC3)n2Cc2cccc(Cl)c2)n(C)c1=O	1.4
CN(C)Cc1c(C#N)c2ccccc2n1C	-0.32
O=C(NCc1ccc(F)cc1)c1cc(S(=O)(=O)N2CCOCC2)ccc1F	-5.2*
O=C(Nc1cccn2ncnc12)C(Cl)Cl	1
CCOc1ccccc1-c1nc(-c2ccc(NC(=O)Cc3ccc(OC)cc3)cc2)no1	0.74
CN(C)c1ccc(/C=c2\sc3n(c2=O)CCCN=3)cc1	-3.8
O=C(NCc1ccco1)c1ccccc1Nc1ccc(F)cc1	-6*
COc1ccc(CN2CCCCC2C)cc1OC (stereo not given)	-0.03
CCOc1ccc(NC(=O)CSc2nnc(CCNC(=O)c3ccc(OC)cc3)n2C)cc1	0.34
COc1ccc(Cl)cc1NC(=S)NCc1ccco1	-1
CC(=O)Nc1c(OC(C)=O)ccc2c(C)cc(=O)oc12	1.1
Cc1nc2scc(-c3cccs3)c2c(=O)n1CC(=O)O	0.95
O=[N+]([O-])c1ccc(O)c(NC(=S)Nc2ccccc2)c1	-0.38
CC(C)(Oc1ccc(CCNC(=O)c2ccc(Cl)cc2)cc1)C(=O)O	0.17
Cc1nc2ccc(NC(=O)N3CCOCC3)cc2s1	-3.2
O=c1[nH]nc2n1CCCCC2	1.3
COC(=O)C(C)N(C#N)c1nc(C)nc(C)n1 (stereo not given)	0.01

3 compounds picked at random from the list so far, as already listed:
smiles	Cav3 T inh
COc1ccccc1S(=O)(=O)Cc1ccc(C(=O)NCCN2CCCCCC2)o1	0.8
CC(=O)Nc1c(OC(C)=O)ccc2c(C)cc(=O)oc12	1.1
COc1ccc2c(c1)CCCN2C(N)=O	0.034

Next part.
smiles	Cav3 T inh
O=C(N/N=C\c1ccc(-c2ccc(Cl)c(Cl)c2)o1)C(=O)N1CCCC1	1.2
COc1cc(OC)c2ccc(=O)oc2c1C(CC(=O)N1CCCC(C)C1)c1ccc2c(c1)OCO2 (stereo not given)	-0.52
Cc1cc(NC(NC(=O)c2ccco2)(C(F)(F)F)C(F)(F)F)no1	0.97
Cc1nc(C)n(CC(O)COc2ccc3c(c2)CCC3)n1 (stereo not given)	-0.0068
C#CCNC(=O)C1=C[C@@H](c2csc3ccccc23)[C@H](CCCO)[C@@H](OCC)O1	0.52
COc1ccc(OC)c2[nH]c(=O)c(CCNC(=O)CC(C)C)cc12	-0.04
COC(=O)c1cccc(S(=O)(=O)N2CCC(NC(=O)Nc3cccc(F)c3)CC2)c1	0.88
Cc1ccc(S(=O)(=O)NCC(=O)NC2CCCC2)cc1	-0.02
CCCC(=O)Nc1cc(-c2nnc(OC)c3ccccc23)ccc1N1CCOCC1	-0.088
CCOc1ccc(-c2noc(CCC(N)=O)n2)cc1OCC	0.011
Cc1noc(NS(=O)(=O)c2ccc(N/C=C\C(=O)c3ccc4c(c3)OCO4)cc2)c1C	-0.01
CCOC(=O)Cc1csc(NC(=O)Cc2cccs2)n1	1.4
CCCOc1nc2c(c(=O)n(C)c(=O)n2C)n1Cc1cccc2ccccc12	-2.7
O=C(Nc1ccc(S(=O)(=O)N2CCCCCC2)cc1)c1ccco1	-0.1
O=C(NC1CCCc2ccccc21)C1CCN(c2c3c(nc4ncnn24)CCC3)CC1 (stereo not given)	0.44
COc1cc(OC)c(C2CC(=O)N3CN(C)CSC3=C2C#N)cc1OC (stereo not given)	0.54
COc1ccc(CNC(=O)C2CCCN(c3nc4ccccc4o3)C2)c(OC)c1 (stereo not given)	0.38
O=C1NC(c2ccccc2)C(C(=O)c2cccs2)C(O)(C(F)(F)F)N1 (stereo not given)	-0.92
O=C(Nc1ccc(N2CCOCC2)cc1)c1ccc(Cl)nc1	0.7
CCOC(=O)CC(=O)Nc1nnc(CC(C)C)s1	-0.34
Cc1ccc(NC(=O)CCn2cccc2)cc1C	0.6
COc1cccc(N2C(=O)CC(c3c[nH]c4ccccc34)C2=O)c1 (stereo not given)	-0.43
CC1(C)N=C(N)N=C(N)N1c1ccc(F)cc1F	0.11
CCN(CC)S(=O)(=O)c1ccc(/C(O)=C(\C#N)c2nc3ccccc3n2C)cc1	-0.025
Cc1cc(C(C)(C)C)cc(S(=O)(=O)NCCO)c1C	0.042
O=C(Nc1cccn(Cc2ccc(F)cc2)c1=O)NC1CCCCC1	-3
CSc1nsc(SCC(=O)Nc2ccc(Br)cn2)n1	-4.1
CC1CN(S(=O)(=O)c2cccc(-c3cn4ccccc4n3)c2)CC(C)O1 (stereo not given)	-2.9
O=C(CN1CCOCCOCCOCC1)Nc1ccccc1	0.12
CCCn1nnc(NC(=O)c2ccc(F)cc2)n1	0.69

Copied from the list:
O=C(Nc1cccn(Cc2ccc(F)cc2)c1=O)NC1CCCCC1 in Cav3 T inh → -3
Cc1cc(C(C)(C)C)cc(S(=O)(=O)NCCO)c1C in Cav3 T inh → 0.042
CC1(C)N=C(N)N=C(N)N1c1ccc(F)cc1F in Cav3 T inh → 0.11
CSc1nsc(SCC(=O)Nc2ccc(Br)cn2)n1 in Cav3 T inh → -4.1
CCCn1nnc(NC(=O)c2ccc(F)cc2)n1 in Cav3 T inh → 0.69
CC1CN(S(=O)(=O)c2cccc(-c3cn4ccccc4n3)c2)CC(C)O1 (stereo not given) in Cav3 T inh → -2.9
Cc1ccc(S(=O)(=O)NCC(=O)NC2CCCC2)cc1 in Cav3 T inh → -0.02

(further entries)
smiles	Cav3 T inh
COc1ccc(C2CC(=O)C(C=NCCCN3CCOCC3)=C(O)C2)cc1 (stereo not given)	0.41
Cc1ccc(O)c(C2=NNC(O)(C(F)(F)F)C2)c1 (stereo not given)	1.7
COc1cccc(-c2cc(=O)c3cc(NC(C)=O)ccc3[nH]2)c1	0.074
CC/C(=C1/C(=O)CC(C)(C)C(C(=O)OC)C1=O)N1CCCC1 (stereo not given)	1.1
Cc1ccc(C(=O)Nc2ccc3c(c2)OCO3)cc1S(=O)(=O)N1CCCCC1	-5.3*
CCC1=C(OC(=O)c2ccccc2)C(C)(C)C(c2ccccc2)OC1=O (stereo not given)	0.051
Cc1nnc(-c2cccc(Br)c2)c2cn(-c3ccccc3)nc12	0.75
COc1ccc(-c2csc(C3=C(O)CN(Cc4ccc(Cl)cc4)C3=N)n2)cc1OC	-0.15
CCOC(=O)NC1(NC2CCCCC2)Oc2ccccc2O1	-3.7
COc1ccc(N=C(C)C2=C(O)COC2=O)cc1	0.035
CCn1ncc(/C=C/C(=O)Nc2c(C)nn(Cc3ccc(Cl)cc3Cl)c2C)c1C	-1.5
COC(=O)CCC(=O)Nc1ccc(Cl)c(Cl)c1	0.12
COC(C/C=C/[C@H](O)COCc1ccccc1)OC	-0.43
COc1ccccc1C(=O)N/C(=C/c1ccc(Br)cc1)C(=O)NCCO	-0.077
COC(=O)COc1ccc(S(=O)(=O)NCCC2=CCCCC2)cc1C	-2.6
Cc1cccc2cc(CN(CC3CCCO3)C(=O)c3ccco3)c(=O)[nH]c12 (stereo not given)	-0.2
COc1ccc(CNC(=O)C2CCCN2C(=O)NC2CCCCC2)cc1 (stereo not given)	1
Cc1ccc(Cl)cc1NC(=O)CC(O)(C(F)(F)F)C(F)(F)F	-2.7*
CCc1cc(=O)oc2cc(C)cc(OC(=O)c3ccco3)c12	-0.23
Cn1c(C(=O)O)c(CC(=O)Nc2ccc3c(c2)OCCO3)c2ccccc21	0.33
C=CCn1c(-c2ccc(OC)cc2)csc1=Nc1c(C)n(C)n(-c2ccccc2)c1=O	-0.92
Cc1ccc(/C=N\NC(=O)c2csnn2)cc1	0.23
CC[C@@H]1CC=C[C@H]2[C@H]1C(=O)N(Cc1ccccc1)[C@H]2c1ccoc1	-2
CCOC(=O)c1[nH]nc(-c2c(O)cc(C)cc2O)c1-c1csc(C)n1	0.17
COc1ccc(OC)c(-c2cc(C(=O)Nc3c(C)n(C)n(-c4ccccc4)c3=O)no2)c1	-0.38
CCC(C(=O)Nc1cc(C)on1)c1ccccc1 (stereo not given)	0.12
CC1(C)C(=O)OC(c2ccco2)C(C)(C)C1=O (stereo not given)	0.7
CC1=C(/C=C/C(=O)O)C(C)(C)CCC1	0.33
c1ccc(C2COC(c3cccs3)=N2)cc1 (stereo not given)	-1.6
O=C(c1cnc(N2CCN(c3ncccn3)CC2)c2ccccc12)N1CCN(c2ccccn2)CC1	-0.38
CS(=O)(=O)N(Cc1ccc(C(=O)NCCSCc2ccco2)cc1)c1ccccc1	-1.2
Cc1sc2nc(SCC(=O)C(C)(C)C)n(Cc3ccco3)c(=O)c2c1C	-0.81
COc1ccc(C(=O)N2CCCN(C)CC2)cc1S(=O)(=O)N1CCCc2ccccc21	1.5
COc1cccc(-c2cc(C(=O)Nc3cc(C)nn3-c3ccccc3)no2)c1	-0.053
O=C(OCC(=O)N1CCCc2ccccc21)C1CCN(S(=O)(=O)c2cccs2)CC1	-0.36
O=C(O)c1c(F)c(F)c(F)c(F)c1-c1ccc(Cl)cc1	0.23
C/C=C/C(=O)Nc1nnc(C(C)C)s1	0.55
CCOc1ccc(OCC)c(NC(=O)C2CCN(S(=O)(=O)c3cccnc3)CC2)c1	0.76
Cn1cccc1Cc1nnc(SCC(=O)N2CCOCC2)n1CCc1ccccc1	1.8
Cc1ccccc1-c1nnc(-c2ccccc2C)o1	-0.41
CCOc1ccc(OCC)c(S(=O)(=O)N2CCCCC2C)c1 (stereo not given)	-2.4
C[C@H](NS(=O)(=O)c1ccccc1F)C(=O)OCC(=O)N1CCc2ccccc21	1.7
COC(=O)c1ccc(Nc2cc(C)nc3ncnn23)cc1	0.027
CCCCNC(=O)NC1(C(F)(F)F)Oc2ccccc2O1	0.00096
Cc1cccc2cc(COC(=O)C3CCCCC3)c(=O)[nH]c12	0.7
Cc1cccc(Cn2c(CN3CCN(Cc4ccccc4)CC3)nc3c2c(=O)[nH]c(=O)n3C)c1	0.05
COc1cc(NC(=O)C2CCCCC2)c(OC)cc1NC(=O)c1ccco1	0.22
c1ccc(-c2nnc(OCCN3CCOCC3)c3ccccc23)cc1	0.54
COc1cccc(C2(O)CCN(C(=O)c3cccs3)CC2)c1	-0.41

This is a subset, so the mix of outcomes need not match the whole.
